Compound activity from PubChem.
TLR9-MyD88 block = inhibitors of human TLR9-MyD88 binding | Q9NR96+Q99836 | CHO BLA complementation TLR9-MyD88, CCF4 FRET ratio | inhibition, % at 4.98 µM | hit rate 0.21% among 340,000 | AID 504734;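 active = inhibition above the mean over all tested compounds plus 3 SD, cut at about 21% in these data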;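 note: 0% = DMSO only wells and 100% = clavulanate BLA inhibitor control wells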
Target sequence (Q99836 whole entry, looked up): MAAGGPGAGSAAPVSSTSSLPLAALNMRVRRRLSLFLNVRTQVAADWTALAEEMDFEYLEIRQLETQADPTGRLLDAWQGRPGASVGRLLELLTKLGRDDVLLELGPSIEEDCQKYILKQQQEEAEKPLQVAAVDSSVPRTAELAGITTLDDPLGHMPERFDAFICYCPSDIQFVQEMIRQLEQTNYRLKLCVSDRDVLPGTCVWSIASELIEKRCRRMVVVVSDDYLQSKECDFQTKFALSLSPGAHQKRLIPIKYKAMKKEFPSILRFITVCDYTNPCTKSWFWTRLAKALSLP
Target sequence (Q9NR96 whole entry, looked up): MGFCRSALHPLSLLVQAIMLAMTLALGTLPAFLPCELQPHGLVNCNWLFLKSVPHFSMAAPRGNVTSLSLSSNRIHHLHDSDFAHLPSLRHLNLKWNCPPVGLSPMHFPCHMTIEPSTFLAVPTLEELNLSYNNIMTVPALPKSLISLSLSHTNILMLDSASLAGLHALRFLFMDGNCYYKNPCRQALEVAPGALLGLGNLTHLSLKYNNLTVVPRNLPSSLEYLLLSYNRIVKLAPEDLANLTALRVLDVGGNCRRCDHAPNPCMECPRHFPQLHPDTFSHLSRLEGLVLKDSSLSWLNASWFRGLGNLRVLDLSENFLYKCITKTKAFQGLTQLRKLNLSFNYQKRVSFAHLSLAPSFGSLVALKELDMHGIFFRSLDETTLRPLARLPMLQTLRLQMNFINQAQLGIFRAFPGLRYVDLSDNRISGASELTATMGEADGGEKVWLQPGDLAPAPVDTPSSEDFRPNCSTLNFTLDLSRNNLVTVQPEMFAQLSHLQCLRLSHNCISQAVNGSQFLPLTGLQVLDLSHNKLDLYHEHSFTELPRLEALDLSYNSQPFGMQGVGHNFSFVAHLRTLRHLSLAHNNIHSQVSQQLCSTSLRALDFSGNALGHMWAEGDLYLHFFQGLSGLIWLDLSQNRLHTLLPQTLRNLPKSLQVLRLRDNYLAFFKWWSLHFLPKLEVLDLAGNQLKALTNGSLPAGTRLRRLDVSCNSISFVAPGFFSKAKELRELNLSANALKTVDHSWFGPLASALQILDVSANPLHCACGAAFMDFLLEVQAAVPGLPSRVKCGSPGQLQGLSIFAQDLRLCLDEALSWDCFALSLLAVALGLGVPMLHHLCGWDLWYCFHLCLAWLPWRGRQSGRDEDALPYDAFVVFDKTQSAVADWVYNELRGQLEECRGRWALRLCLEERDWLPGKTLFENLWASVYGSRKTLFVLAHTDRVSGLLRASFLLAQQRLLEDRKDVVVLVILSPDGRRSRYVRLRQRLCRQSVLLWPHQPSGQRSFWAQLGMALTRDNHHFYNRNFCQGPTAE
ABCB6 inh MLPCN = inhibitors of human ABC transporter ABCB6; Q9NP58; K562-ABCB6 porphyrin accumulation, flow cytometry, 1 h; hits give low values; fluorescence ratio to DMSO, % at 10 µM; hit rate 0.19% among 360,000; AID 602162;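 active = fluorescence ratio to DMSO below 75%, the collection mean minus 3 SD; inconclusive = too few cells collected in the well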;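 note: signal is porphyrin accumulated inside mitochondria; 100% equals median channel fluorescence of DMSO control wells; lower ratio means ABCB6 inhibition with less porphyrin fluorescence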
Exocytosis inh = blocks lytic granule exocytosis; inhibition, % at 10 µM; TALL-104 LAMP-1 surface exposure, flow cytometry; cells stimulated with thapsigargin and PMA; hit rate 0.66% among 360,000;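 active = inhibition above about 55%, limit read from the data; inconclusive = no clear call, values can overlap the other calls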
Vif imaging = HIV Vif inhibition; HEK293T cells, Vif self-association by quenched fluorescence, imaging, 24 h; inhibition, % at 7.49 µM; hit rate 0.35% among 340,000; AID 602346; in the data active = inhibition above about 50%, passing the limit was not always enough; inconclusive = no clear call, values can overlap the other calls; inactive = below about 31%; note: some results filed as inactive read as strong as hits
MC4R antag cAMP = blocks human MC4R cAMP signaling | AID 540295 | P32245 | inhibition, % at 6.5 µM | hit rate 0.48% among 360,000 | MC4R-expressing cells, MTII-stimulated cAMP, LANCE TR-FRET;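 active = inhibition above its plate's cutoff, the mean of tested wells on that plate plus 3 SD, cut at about 29% in these data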;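 note: 0% = Melanotan II alone and 100% = Melanotan II plus saturating MCL0020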
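System – human MC4R-expressing U2OS cells · Also added – Melanotan II · Dosing – one concentration, 6.5 µM nominal · Timing – 30-min compound, 1-h challenge, 1-h detection, room temperature · Measured by – Eu-cAMP/anti-cAMP TR-FRET, emission 671 nm · Replicates – singlicate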
aDG glyco up = increases alpha dystroglycan glycosylation; Pro5-aDG cells, alpha-DG glycosylation AlphaScreen (IIH6); 0% Pro5, 100% B10-LARGE cell signal; activation, % at 10 µM; hit rate 0.22% among 360,000; AID 624168;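 active = activation of at least 8% versus controls, or a plate z-score of at least 8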;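 note: Pro5 are CHO cells carrying HIG-tagged alpha-DG that lacks glycosylation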
Glyco luc inh = N-linked glycosylation inhibition. hit rate 0.23% among 360,000. reporter increase, % at 12.5 µM. D54 ERlucT glycosylation luciferase reporter, 24 h; percent of 100 nM tunicamycin response;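 active = mean luciferase reporter signal, scaled so untreated is 0 and the glycosylation-blocking control 100, at or above a set limit in every replicate; inconclusive = mean reaches the limit but not every replicate does; inactive = mean below the limit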;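 note: luciferase carries N-glycosylation sites so blocking glycosylation raises the light; 0% = median of neutral control wells and 100% = median of 100 nM tunicamycin wells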
NOD2-RIPK2 inh = NOD2-RIPK2 protein interaction inhibition; hit rate 0.38% among 360,000; AID 624267; inhibition, % at 4.98 µM; CHO BLA complementation NOD2-RIPK2, CCF4 ratio; in the data active = inhibition above about 21%;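 note: 0% = vehicle only and 100% = reference blocker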
MC4R barr agon = activates human MC4R beta-arrestin recruitment; P32245; U2OS MC4R beta-arrestin complementation, luminescence; percent of melanotan II response, DMSO zero; activation, % at 8.9 µM; hit rate 0.98% among 360,000;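 active = activation above a per-plate cutoff, the mean activation of sample wells on that plate plus 3 SD, cut at about 8% in these data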
ABHD5-PLIN5 inh = inhibitors of human ABHD5-perilipin-5 interaction | Q00G26+Q8WTS1 | inhibition, % at 4 µM | hit rate 0.78% among 360,000 | Split G. princeps luciferase complementation, luminescence, 4 h;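 active = inhibition above the mean inhibition across every tested compound plus 3 SD, cut at about 22% in these data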;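 note: 0% = DMSO only wells and the 100% control is not disclosed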
The depositor's hits bear a star; ? = inconclusive; · = no result given. Not all compounds are listed. The share of hits here may be higher or lower than overall.

SMILES	TLR9-MyD88 block	ABCB6 inh MLPCN	Exocytosis inh	Vif imaging	MC4R antag cAMP	aDG glyco up	Glyco luc inh	NOD2-RIPK2 inh	MC4R barr agon	ABHD5-PLIN5 inh
O=S(c1cc(Cl)cc(Cl)c1O)c1cc(Cl)cc(Cl)c1O	·	101	36	·	·	0.1	·	-10	·	5
Cn1c(SCC(=O)N2CCOCC2)nc2cccnc21	9	93	2	33	-1	-0.2	1	9	-1.8	-2
Cc1ccc(S(=O)(=O)N2[C@@H](c3ccc(Cl)cc3)C(C(=O)O)=CC[C@H]2c2ccc3c(c2)OCO3)cc1	4	99	-3	-2	6	-0.3	1	5	-0.2	3
Cc1ccc2c(c1)C(=O)CC1(CCC(C(C)(C)C)CC1)O2 (configuration not stated)	-3	95	11	-2	3	0.2	-3	-6	-0.8	0
O=C(Nc1cccc(F)c1)[C@@H]1CCCN1	1	99	-6	7	2	0.0	0	3	0.0	0
Cc1ccc(C(=O)CN(C(=O)c2ccc(Cl)c(Cl)c2)N2C(=O)C3C4C=CC(C4)C3C2=O)cc1 (configuration not stated)	-4	95	0	2	3	-0.1	-2	2	1.7	1
CN1CCN(CC(=O)N2c3ccc(S(=O)(=O)NCCNC(=O)OC(C)(C)C)cc3C(=O)Nc3cccnc32)CC1	-5	100	2	0	1	0.3	0	0	0.5	-1
Cc1ccc(S(=O)(=O)OCC(=O)Nc2ccc(C(=O)O)c(O)c2)cc1	7	90	14	4	-1	0.1	3	-2	-1.7	3
CC(C)NC(=S)NN=C1CCC(c2ccccc2)CC1 (configuration not stated)	0	102	-4	-6	27	0.7	-2	3	1.2	-10
CO[C@H]1CN(C)C(=O)c2ccc(NC(=O)C3CCC3)cc2OC[C@H](C)N(Cc2ccc(F)cc2)C[C@@H]1C	·	·	10	·	·	0.0	·	-10	·	3
Cn1cc(/C=C2\SC(=O)NC2=S)c2ccccc21	0	101	-6	4	16	-0.3	2	-2	-4.5	-1
Cc1noc(C)c1-c1ccc2ncnc(NC(C)c3ccco3)c2c1 (configuration not stated)	-8	99	-9	32	-7	0.0	7	-4	0.9	19
CCNC(=O)COc1ccc2ccccc2c1	-2	100	0	8	5	0.3	1	-6	-1.6	2
CN(CC(=O)Nc1ccc(OC(F)(F)F)cc1)C(=O)Cn1c(=O)cnc2ccccc21	-3	101	-3	-2	2	0.1	2	-8	0.3	-3
O=C(CSc1nnc(CNC(=O)c2cccc(C(F)(F)F)c2)o1)NC1CCCCC1	12	96	18	9	7	0.0	1	-10	-0.5	2
Cc1ccc(NC(=O)CCn2nc([N+](=O)[O-])cc2C)nc1	-4	102	2	-2	1	-0.4	0	-4	-0.8	4
COc1cccc2c(=O)n(CC(=O)Nc3ccc(F)cc3F)ccc12	12	100	0	?	4	0.0	0	-3	-0.3	1
COc1ccccc1-n1cnc2sc(-c3ccccc3)cc2c1=O	-5	93	-6	-8	-2	0.5	-1	-6	1.8	-4
COc1cc(C)c(S(=O)(=O)NCCCn2ccnc2)cc1C	-10	93	-1	6	8	-0.1	3	5	-0.4	17
COC(=O)c1c(NC(=O)C2CC=CCC2C(=O)O)sc(C)c1C (configuration not stated)	5	102	1	-4	6	0.2	2	3	-2.2	1
CCCCN(CC)CCNC(=O)c1cc2c(=O)n(C)c3ccccc3c2n1C	-3	91	8	0	-6	-0.2	-1	-12	-1.4	9
COC(=O)c1ccc(NC(=O)c2ccc(NS(=O)(=O)c3cccc4cccnc34)cc2)cc1	-5	104	-3	4	30*	0.1	14	-6	2.4	1
Cc1cccc(OCCOC(=O)c2c(-c3ccccc3)noc2C)c1	-4	90	75*	-6	-6	0.0	17	-13	-1.1	-3
CC1CC1C(=O)N(CCC1=CCCCC1)c1c(N)n(Cc2ccccc2)c(=O)[nH]c1=O (configuration not stated)	3	99	-2	6	8	0.3	3	-7	-1.8	0
CCN(C)Cc1c(C(=O)N2CCc3ccccc3C2)nc2ccc(Cl)cn12	4	90	0	7	17	-0.2	-1	6	-1.7	1

Complete entries from above. Order of values: TLR9-MyD88 block, ABCB6 inh MLPCN, Exocytosis inh, Vif imaging, MC4R antag cAMP, aDG glyco up, Glyco luc inh, NOD2-RIPK2 inh, MC4R barr agon, ABHD5-PLIN5 inh
COC(=O)c1c(NC(=O)C2CC=CCC2C(=O)O)sc(C)c1C (configuration not stated) as listed: 5, 102, 1, -4, 6, 0.2, 2, 3, -2.2, 1
Cc1ccc2c(c1)C(=O)CC1(CCC(C(C)(C)C)CC1)O2 (configuration not stated) as listed: -3, 95, 11, -2, 3, 0.2, -3, -6, -0.8, 0
COC(=O)c1ccc(NC(=O)c2ccc(NS(=O)(=O)c3cccc4cccnc34)cc2)cc1 as listed: -5, 104, -3, 4, 30*, 0.1, 14, -6, 2.4, 1
CCCCN(CC)CCNC(=O)c1cc2c(=O)n(C)c3ccccc3c2n1C as listed: -3, 91, 8, 0, -6, -0.2, -1, -12, -1.4, 9
CN(CC(=O)Nc1ccc(OC(F)(F)F)cc1)C(=O)Cn1c(=O)cnc2ccccc21 as listed: -3, 101, -3, -2, 2, 0.1, 2, -8, 0.3, -3

Some entries already given, reduced to MC4R barr agon, Exocytosis inh and TLR9-MyD88 block:
SMILES	MC4R barr agon	Exocytosis inh	TLR9-MyD88 block
O=C(CSc1nnc(CNC(=O)c2cccc(C(F)(F)F)c2)o1)NC1CCCCC1	-0.5	18	12
Cc1ccc(NC(=O)CCn2nc([N+](=O)[O-])cc2C)nc1	-0.8	2	-4
COc1cccc2c(=O)n(CC(=O)Nc3ccc(F)cc3F)ccc12	-0.3	0	12

(listing goes on)
SMILES	TLR9-MyD88 block	ABCB6 inh MLPCN	Exocytosis inh	Vif imaging	MC4R antag cAMP	aDG glyco up	Glyco luc inh	NOD2-RIPK2 inh	MC4R barr agon	ABHD5-PLIN5 inh
Cc1cc(NC(=O)CSc2nnc(CNc3cccc(C(F)(F)F)c3)n2Cc2ccco2)no1	0	82	-1	-5	0	0.1	3	-5	4.2	6
C[C@H]1CN([C@@H](C)CO)C(=O)c2cc(Br)cnc2O[C@@H]1CN(C)C(=O)C1CCC1	0	99	2	2	6	0.2	2	8	-0.2	-1
OCCNC(=S)c1ccccc1	0	100	-3	18	12	-0.1	3	-2	-0.9	2
CC(=O)Nc1cccc(C(=O)OCC(=O)Nc2nnc(-c3ccccc3)o2)c1	-6	94	-6	21	4	0.1	1	-11	-2.2	-2
COc1cc(C(C2C(=O)CC(C)(C)CC2=O)C2C(=O)CC(C)(C)CC2=O)ccc1OC(C)=O	-3	91	-3	-7	4	-0.2	-1	-5	0.5	25*
CCOC(=O)NCCOC(=O)Nc1ccc(Cl)cc1	-5	105	7	-6	18	0.4	2	-6	-1.0	-5
COc1cccc(CN(C(=O)Cc2c[nH]c3ccccc23)C(C(=O)NC2CCCCC2)c2cccs2)c1 (configuration not stated)	-8	84	7	-5	5	0.1	-6	-3	1.6	-3
CCCCCC(=O)N1C[C@@H](n2cc(COC(=O)c3ccccc3)nn2)[C@H](O)C[C@@H]1c1ccc(C)cc1	-1	89	7	1	6	0.1	0	1	5.6	-2
COc1cc(-c2c(-c3ccc4c(c3)OCO4)noc2C)ccc1F	-3	104	-3	-5	5	0.0	13	5	-1.1	-10
O=C(NCc1ccco1)C(=O)c1cn(CC(=O)N2CCCCC2)c2ccccc12	-5	102	0	5	11	-0.1	1	-2	-4.5	5
CCCN1CCN(C(=O)C(NC(=O)c2ccco2)C(C)C)CC1 (configuration not stated)	-6	94	-4	0	0	-0.1	-1	-11	1.6	2
CN1/C(=C\C=C(/C#N)C(=O)Nc2ccc(Cl)cc2)C(C)(C)c2ccccc21	8	106	7	·	11	0.0	0	1	6.8	-1
CCOc1ccc(OCC)c(Nc2cc(C)nc3ncnn23)c1	-16	106	-2	16	12	0.0	6	-5	0.2	7
CCN(CC)c1ccc(CNc2nc3ccccc3n2CC)cc1	-1	94	0	-2	10	0.2	-2	-3	-0.9	-2
c1cc2c(cc1CN1CCN(C3CCCCCC3)CC1)OCO2	1	92	7	·	2	0.1	0	-12	-1.3	-10
N#CC1(NC(=O)COC(=O)C23CC4CC(CC(O)(C4)C2)C3)CCCCC1	1	90	-1	-6	0	-0.2	2	-11	-1.1	4
c1ccc2c(-c3nnc4n3CCCCC4)cc(-c3ccncc3)nc2c1	-2	101	-2	11	20	-0.1	2	-1	1.0	13
COc1cc(/C=C2/SC(=S)N(CC3CCCO3)C2=O)ccc1O (configuration not stated)	2	169	3	-3	1	0.4	0	4	1.7	-9
CCOC(=O)c1c(C)n(C)c2ccc(OC)c(NC(=O)c3cccs3)c12	-9	86	3	-7	7	0.3	2	-1	-0.5	-4
O=C(Nc1ccc(F)c(Cl)c1)C1CCCN(c2cnccn2)C1 (configuration not stated)	0	104	-5	-9	-6	-0.2	3	1	-1.5	3
O=C(OCC(=O)N1CCCC1)c1cc(Br)ccc1Cl	4	92	4	-2	-4	0.9	1	-5	-1.4	6
NS(=O)(=O)c1ccc(NC(=S)N2CCN(c3cccc(Cl)c3)CC2)cc1	2	96	-4	-16	0	0.6	-3	11	-0.7	-3
CC(=O)NC(CC(=O)OCC(=O)Nc1ccc2c(c1)OCO2)c1ccccc1 (configuration not stated)	3	98	-3	2	-2	-0.1	0	8	-1.5	-4
O=C(NNC(=O)c1ccccc1-c1ccccc1C(=O)O)c1ccccc1	-2	95	1	-8	6	0.6	1	-4	-2.8	8
CCN(Cc1ccncc1)C(=O)c1cc(COc2ccc(OC)cc2Cl)on1	-2	96	0	0	-1	0.8	1	-8	-5.0	-3
COc1ccc(NC(=O)NS(=O)(=O)c2ccc(C)cc2)c(OC)c1	1	99	-5	4	3	-0.2	1	-4	-0.8	2
O=C(NC(CC1CCCCC1)C(=O)O)c1ccccc1 (configuration not stated)	-1	104	7	-5	3	0.1	5	-10	-0.3	4
Cc1ccc(Cn2c(=N)c(C(=O)NCC3CCCO3)cc3c(=O)n4cccc(C)c4nc32)cc1 (configuration not stated)	-18	88	28	27	0	1.0	-1	-11	-1.2	-1
Cc1ccc(C(=O)/C=C/N(C)C)o1	2	101	-1	39	-5	-0.2	0	-4	-2.9	10
Cc1ccc(NS(=O)(=O)c2cc(C(=O)N3CCN(C)CC3)ccc2C)cc1C	-9	100	2	2	1	0.0	2	-3	1.1	-4
